# Compound activity (PubChem)
# XBP1 UPR activ: adaptive UPR (XBP1) activation; CHO-XBP1 luciferase reporter, IRE1-XBP1 UPR activation, luminescence; percent of tunicamycin response, DMSO as zero; activation, % at 20 µM; 330,000 compounds, 0.33% hits; AID 463104;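 active = versus positive control, 20 µM dose yields 30% or more activation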;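 note: 100% = tunicamycin at 10 µg/mL and 0% = DMSO only wells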
#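 Material – CHO cell line with stable XBP1 luciferase reporter · Buffer or medium – F12 plus 10% FBS · Compound – single point, 20 µM final compound, 1% DMSO · Schedule – 16-18 h cell attachment at 37 °C, then 6 h compound exposure · Signal – Steady-Glo luminescence read · Benchmarks – high control tunicamycin 10 µg/mL final, low control DMSO vehicle only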
# APJ ag: APJ receptor agonism | AID 2520 | CHO-K1 APJ PathHunter beta-arrestin, luminescence; 0% DMSO wells, 100% apelin | activation, % at 20 µM | 330,000 compounds, 0.11% hits | P35414;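 active = activation more than six SD over the plate average, tested at 20 µM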;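 note: 0% = DMSO alone and 100% = apelin-13 at 10 nM; some results filed as inactive read as strong as hits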
#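 assay system = CHO-K1 APJ beta-arrestin complementation cell line | input = cell density 1000 per well | dosing = compound 20 µM once, DMSO 1% | timing = compound 90 min 25 °C, reagent 1 h | measured by = luminescence from split beta-galactosidase complementation, Galacton Star/Emerald II substrate | read-out basis = APJ agonist activity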
# tim10-1 inh: inhibits growth of tim10-1 mutant yeast; 330,000 compounds, 2.2% hits; AID 463190; S. cerevisiae tim10-1 ts strain growth, BacTiter-Glo, 24 h; inhibition, % at 20 µM;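 active = inhibition of at least 40%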;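 note: mutant grown at 25 °C; 0% = DMSO wells with yeast and 100% = wells holding no yeast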
# NLRP3 yeast inh: NALP3 inhibition in yeast; Yeast reconstituted NLRP3/ASC/caspase-1, beta-gal luminescence, 24 h; inhibition, % at 10 µM; 330,000 compounds, 0.39% hits; AID 2825;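 active = inhibition of 50% or more; inactive = inhibition below 50%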;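 note: plate controls were induced DMSO wells for no effect and uninduced yeast grown without galactose for full effect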
# GRIN3A LBD mod: NR3A (human) ligand-binding domain modulation; NR3A LBD differential scanning fluorimetry, Tm shift; 0% = protein alone, 100% = glycine-bound protein; Tm shift relative to glycine control, % at 25 µM; AID 1259313; 340,000 compounds, 2.5% hits;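 active = melting temperature shift of at least 10% of the positive control shift, at one fixed dose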
# tim23-1 inh: inhibits growth of tim23-1 mutant yeast; S. cerevisiae tim23-1 growth, BacTiter-Glo luminescence, 24 h; inhibition, % at 20 µM; 330,000 compounds, 1.3% hits;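 active = growth inhibition of the mutant yeast at or above 50%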;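 note: temperature-sensitive mutant grown at 25 °C; plate controls were DMSO-treated mutant yeast for no effect and medium wells lacking yeast for full effect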
# TIM10 inh: inhibits growth of TIM10 yeast strain | inhibition, % at 10 µM | 330,000 compounds, 1.4% hits | S. cerevisiae TIM10 strain growth, BacTiter-Glo luminescence, 24 h | AID 463195;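 active = inhibition of 40% or more at the single tested concentration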;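 note: wild-type TIM10 isogenic control strain grown at permissive 25 °C; 0% = DMSO yeast wells and 100% = minimal medium wells without yeast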
# CHOP UPR activ: apoptotic UPR (CHOP) activation | CHO-CHOP luciferase reporter, luminescence; percent of tunicamycin response over DMSO baseline | activation, % at 10 µM | 330,000 compounds, 0.34% hits | AID 449763;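 active = at 10 µM dose, activation of 40% or more, normalized to positive control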;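 note: 100% = tunicamycin at 10 µg/mL and 0% = DMSO alone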
#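 Test system: CHO CHOP reporter cells. Input: 500 CHO-CHOP cells per well. Medium: F12 with 10% FBS. Technique: luciferase luminescence. Measure: percent activation relative to tunicamycin control. Dosing: 10 µM compound, 0.5% DMSO. Timing: 16-18 h cell attachment, then 6 h compound exposure, 37 °C.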
# Mdm2-MdmX inh: disrupts the human Mdm2-MdmX interaction; O15151+Q00987; SaOS-2 split-luciferase Mdm2/MdmX complementation, luminescence; inhibition, % at 8 µM; 330,000 compounds, 3% hits;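 active = inhibition of at least 50% at 8 µM in the primary screen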
# Target sequence (O15151 whole entry, looked up): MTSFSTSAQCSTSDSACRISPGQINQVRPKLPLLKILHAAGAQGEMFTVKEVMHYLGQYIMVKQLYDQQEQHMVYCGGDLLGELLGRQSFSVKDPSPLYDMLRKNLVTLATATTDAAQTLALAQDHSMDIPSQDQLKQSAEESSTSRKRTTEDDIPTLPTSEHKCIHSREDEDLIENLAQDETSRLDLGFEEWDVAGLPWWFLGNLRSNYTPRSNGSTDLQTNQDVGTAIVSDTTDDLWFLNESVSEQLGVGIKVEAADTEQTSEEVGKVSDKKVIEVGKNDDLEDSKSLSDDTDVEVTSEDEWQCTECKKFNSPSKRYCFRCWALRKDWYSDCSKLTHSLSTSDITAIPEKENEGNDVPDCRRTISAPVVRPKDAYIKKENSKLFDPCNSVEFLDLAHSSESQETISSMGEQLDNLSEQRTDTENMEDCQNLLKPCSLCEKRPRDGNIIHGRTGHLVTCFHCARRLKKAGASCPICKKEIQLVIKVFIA
# Target sequence (Q00987 whole entry, looked up): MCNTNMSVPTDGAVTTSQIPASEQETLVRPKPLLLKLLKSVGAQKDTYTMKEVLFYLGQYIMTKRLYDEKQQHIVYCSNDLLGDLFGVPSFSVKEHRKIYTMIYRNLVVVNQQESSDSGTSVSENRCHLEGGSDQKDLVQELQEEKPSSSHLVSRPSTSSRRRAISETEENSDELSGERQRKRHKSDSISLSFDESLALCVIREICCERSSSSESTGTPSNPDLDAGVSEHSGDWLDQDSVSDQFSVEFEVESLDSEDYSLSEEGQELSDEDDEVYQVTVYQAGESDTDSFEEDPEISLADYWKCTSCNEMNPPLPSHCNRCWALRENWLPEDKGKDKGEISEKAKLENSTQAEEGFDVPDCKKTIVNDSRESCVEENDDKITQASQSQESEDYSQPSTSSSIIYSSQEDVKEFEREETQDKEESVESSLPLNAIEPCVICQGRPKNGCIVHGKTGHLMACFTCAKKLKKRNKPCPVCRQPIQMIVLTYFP
# The depositor's hits bear a star; nt = no result given.
SMILES,XBP1 UPR activ,APJ ag,tim10-1 inh,NLRP3 yeast inh,GRIN3A LBD mod,tim23-1 inh,TIM10 inh,CHOP UPR activ,Mdm2-MdmX inh
NC(=O)c1ccc(Sc2nnc(-c3cccs3)n2CC2CCCO2)c([N+](=O)[O-])c1 (centres undefined),0,3,10,21,3,12,-3,-0.9,-7
COCCN(Cc1ccccc1)C(=O)c1ccc2c(=O)n3c(nc2c1)CCC3,-1,-2,-12,4,0,-5,-7,0.2,21
Cc1ccc(S(=O)(=O)C(C#N)c2nc3ccccc3nc2N2CCN(C)CC2)cc1C (centres undefined),2,0,17,2,-2,5,13,-0.6,-8
Cc1nc2nc(NCc3cccs3)nn2c(C)c1Cl,0,-7,29,24,-2,31,-4,0.1,16
CCOC(=O)c1c(C)c(C(=O)NCC2CCCO2)c(C)n1CC (centres undefined),-2,-3,1,9,-2,16,2,-2.9,3
N#Cc1c(C#N)c(-c2ccccc2)n(-c2ccc(C(=O)O)cc2)c1N,1,-2,6,4,1,14,7,-4.0,-15
CNC(=O)N(O)C1N(/N=C/c2ccc(N(C)C)cc2)C(=S)SC1(C)C (centres undefined),2,-2,4,21,0,-2,-2,0.9,18
Nc1c(NCCCN2CCOCC2)c2ccccc2oc1=O,0,-3,6,-12,11*,19,0,0.2,19
CC(=O)C[C@@H](O)CC(=O)[C@@H]1OC(=O)CCCCC/C=C/Cc2ccccc21,-1,2,28,-12,-2,25,1,0.2,-26
CCOc1ccc(N(CC(=O)NCCc2ccccc2)S(=O)(=O)c2ccccc2)cc1,-7,-2,-15,5,1,-1,14,0.4,18
N#Cc1c(/N=C/c2ccco2)oc(-c2ccccc2)c1-c1ccccc1,-1,-2,29,-24,-17,11,-6,1.2,26
CC(=O)Nc1ccc(NC(=O)C2CC(=O)N(Cc3ccco3)C2)cc1 (centres undefined),-2,-2,-11,21,3,-7,-2,0.6,23
CC(=O)N1N=C(c2cccc(Br)c2)OC12CCCC2,-1,-5,-18,14,1,5,-10,1.0,16
CCCCC(=O)Nc1ccccc1N1CCN(c2ccc(F)cc2)CC1,-1,-4,2,18,1,27,4,0.7,-23
CCc1ccccc1OCc1nnc(N)s1,1,3,7,4,0,-8,-10,0.7,6
Cc1cc(C)cc(NC(=O)c2ccc(NC(=O)c3ccco3)cc2)c1,-5,4,-27,11,18*,6,7,4.1,-12
Cc1cc(C)cc(N(CC(=O)NCCSCc2ccccc2)S(C)(=O)=O)c1,-3,-2,22,11,1,15,9,-2.0,21
Cc1ccc(CS(=O)Cc2ccc(C(=O)N3CCOCC3)o2)cc1 (centres undefined),-5,-4,14,11,-3,-3,-6,2.0,-7
CCCCN(C(=O)c1ccc(Cl)c([N+](=O)[O-])c1)c1c(N)n(CCC)c(=O)[nH]c1=O,-2,-3,-3,8,-1,37,17,2.5,6
COC(=O)CSc1nc2sc3c(c2c(=O)n1C1CCCCC1)CCN(C)C3,0,-2,18,-5,nt,1,28,0.6,17
CN1CCC(=O)N([C@H](CSc2ccccc2)Cc2ccccc2)CC1,2,-3,8,17,-2,7,4,-1.2,6
O=C(C1CCCCC1)N1CCCn2c1nc1ccccc12,2,-3,1,12,1,3,8,-0.7,29
CCCCCn1c(=O)[nH]c2cc(C(=O)NCc3ccco3)ccc2c1=O,0,11,-2,14,0,7,-5,0.4,-20
O=C(NCCc1c[nH]c2ccccc12)c1ccc(F)cc1F,6,4,-61,28,9,-52,-6,0.7,-30
O=C(CNC1CCCCCC1)Nc1ccccc1N1CCOCC1,-3,-3,6,-5,-1,-2,1,-1.0,19

# Rewritten as labelled records: two of the compounds above
CCCCN(C(=O)c1ccc(Cl)c([N+](=O)[O-])c1)c1c(N)n(CCC)c(=O)[nH]c1=O
- XBP1 UPR activ: -2
- APJ ag: -3
- tim10-1 inh: -3
- NLRP3 yeast inh: 8
- GRIN3A LBD mod: -1
- tim23-1 inh: 37
- TIM10 inh: 17
- CHOP UPR activ: 2.5
- Mdm2-MdmX inh: 6

COC(=O)CSc1nc2sc3c(c2c(=O)n1C1CCCCC1)CCN(C)C3
- XBP1 UPR activ: 0
- APJ ag: -2
- tim10-1 inh: 18
- NLRP3 yeast inh: -5
- GRIN3A LBD mod: nt
- tim23-1 inh: 1
- TIM10 inh: 28
- CHOP UPR activ: 0.6
- Mdm2-MdmX inh: 17

# Back to the main list, repeating the 2 entries before the break.
SMILES,XBP1 UPR activ,APJ ag,tim10-1 inh,NLRP3 yeast inh,GRIN3A LBD mod,tim23-1 inh,TIM10 inh,CHOP UPR activ,Mdm2-MdmX inh
O=C(NCCc1c[nH]c2ccccc12)c1ccc(F)cc1F,6,4,-61,28,9,-52,-6,0.7,-30
O=C(CNC1CCCCCC1)Nc1ccccc1N1CCOCC1,-3,-3,6,-5,-1,-2,1,-1.0,19
COC(=O)c1[nH]c(C)c(/C(O)=C2\C(=O)C(=O)N(CCN(C)C)C2c2cccs2)c1C (centres undefined),-2,0,0,2,5,9,4,1.5,4
Cc1cccc(C(=O)NC(=S)Nc2ccccc2C(=O)O)c1,-3,-2,10,14,0,18,10,-1.5,19
CC(=O)c1ccc(-c2ccccc2[C@H]2[C@H]3C=CC[C@@H](C)[C@@H]3C(=O)N2Cc2ccccc2)cc1,-5,0,45*,-1,nt,38,43*,-0.2,36
CCCCn1c(N)c(C(=S)NC(=O)CC(C)(C)C)c(=O)n(C)c1=O,-2,-2,15,1,-6,16,11,0.9,-3
COc1ccc(OC)c(-c2nc(C(=O)NCC3CCCO3)cc3c2[nH]c2ccccc23)c1 (centres undefined),2,0,23,4,-6,17,8,-1.4,34
COc1ccc(NC(=O)N2CCC(CO)(CC3CCCCO3)CC2)c(OC)c1 (centres undefined),1,2,-6,11,0,11,12,1.4,0
O=C(CCn1c(=O)[nH]c2ccccc2c1=O)N1CCN(c2ccc(Cl)cc2)CC1,0,1,11,6,0,-28,11,-1.4,-22
NS(=O)(=O)c1ccc(CNC(=O)Cc2cccs2)cc1,-3,-2,8,14,2,4,-16,3.3,13
CCCCN1C2CCCC1CC(NC(=O)C1CCCCC1)C2 (centres undefined),0,-5,10,5,2,-2,-25,-2.0,-19
Cc1ccc(S(=O)(=O)N2CCCOC2CNC(=O)C(=O)NCc2ccco2)cc1 (centres undefined),-1,-1,26,6,-3,15,1,-0.4,15
O=C(NCc1ccco1)c1cccc2c1C(=O)c1ccc(N3CCCC3)cc1S2(=O)=O,-1,4,2,20,-1,-13,1,-0.2,3
Cc1nn(C)c(C)c1NC(=O)CCSc1nc(-c2ccco2)cc(C(F)(F)F)n1,-2,-2,16,10,1,22,0,-1.9,-8
COC(=O)c1sc(S(=O)(=O)N2CCCCC2)c(C(=O)OC)c1C,-2,-5,20,11,0,28,20,-0.8,14
O=C(Nc1ccc(Cl)c(S(=O)(=O)N2CCOCC2)c1)c1ccccc1-c1ccc(C(F)(F)F)cc1,-3,1,10,1,5,22,23,-0.1,25
C=CCn1c(SCC(=O)Nc2sccc2C(N)=O)nc2ccccc2c1=O,3,-2,-34,13,-4,-26,-17,-0.1,45
COc1ccccc1OC(=O)c1ccc(SC)cc1OC,0,-7,34,28,-1,6,24,1.5,-6
O=C1CC(c2ccccc2Cl)CC(O)=C1C=NCCCO (centres undefined),-4,-1,-8,13,-1,-10,-1,2.9,3
COc1ccc(-c2cccc(C(=O)Nc3ccc(C)cc3)c2)cc1,0,8,16,10,-6,-4,4,0.4,8
C=C(C)COc1ccc(-c2ncncc2-c2ccccc2OC)c(O)c1,-6,-4,12,4,1,46,24,-0.7,5
CCc1ccccc1NC(=O)N1CCC(NC(=O)C(Cc2ccc(OC)c(OC)c2)NC(C)=O)CC1 (centres undefined),-3,5,12,8,-3,19,-7,-2.4,19
COc1ccc(CCC(=O)Nc2sccc2C#N)cc1,1,-4,14,13,-3,7,30,-0.4,-86
CCOc1ccc(CCNC(=O)c2cc3sc(Cl)cc3n2C)cc1OCC,4,-2,25,5,-5,4,6,-2.0,8
COc1cc(NC(=O)c2cc(-c3ccco3)on2)c(OC)cc1Cl,0,-2,-1,-11,-3,-1,4,0.5,18
NC(=O)Cc1cn(-c2ncc(C(F)(F)F)cc2Cl)c2ccccc12,-1,-5,20,13,0,3,5,-3.1,22
Cc1cc2oc(=O)cc(-c3cc4ccccc4o3)c2cc1O,0,3,5,22,0,20,4,1.8,25
# Additional records
SMILES,XBP1 UPR activ,APJ ag,tim10-1 inh,NLRP3 yeast inh,GRIN3A LBD mod,tim23-1 inh,TIM10 inh,CHOP UPR activ,Mdm2-MdmX inh
CCOc1ccc(N(CC(=O)N2CCCC2)S(=O)(=O)c2c(C)noc2C)cc1,1,2,3,-8,0,1,6,2.7,-17
Cc1cnc(NC(=O)c2cc(S(=O)(=O)N(C)C)ccc2N2CCCC2)s1,98*,1,14,13,-7,5,1,96*,53*
Cc1cccc(C)c1NC(=O)COc1ccccc1C(=O)Nc1ccc(Br)cn1,3,5,17,-12,1,9,12,2.3,-7
COc1ccc(CNC(=O)C(=O)NCC2OCCN2S(=O)(=O)c2ccc(OC)cc2)cc1 (centres undefined),-4,2,-4,4,-4,7,5,-1.3,-22
CCc1nc2ccccc2n1CC(C)C(=O)O (centres undefined),-3,-1,-7,25,3,4,-4,-1.2,16
Fc1ccc(-c2cc(C(F)(F)F)nc(N3CCCCC3)n2)cc1,-1,-2,7,8,1,-17,-11,-0.9,5
CC(=O)N1CCN(CC(O)COc2ccc(S(=O)(=O)N3CCOCC3)cc2)CC1 (centres undefined),-3,-2,9,17,-3,-6,6,-0.8,-4
Cc1cc(F)ccc1S(=O)(=O)Nc1ccccc1C(=O)Nc1ccc2[nH]c(=O)[nH]c2c1,-1,-4,-5,8,9,0,13,-0.7,-3
CN(C)/C=C/c1[nH]c(=O)[nH]c(=O)c1[N+](=O)[O-],-1,-2,-13,0,0,22,1,-1.7,3
CC(C)c1ccc(/C=N/NC(=O)C2CCCC2)cc1,-2,0,9,-6,1,30,3,7.5,-69
O=C(Nc1ccccc1)Nc1nnc(-c2ccccc2)o1,2,0,-1,14,-4,6,9,5.2,11
CN1c2ccccc2Oc2nnc(Cl)cc21,3,-4,30,8,-2,43,48*,-1.1,9
N#Cc1ccc(CN2CCN(C(=O)c3cccc(S(=O)(=O)N4CCCCCC4)c3)CC2)cc1,-4,-3,-10,12,-1,15,9,0.7,22
COc1cc(NC(=S)N2CCCC2)cc(OC)c1,-3,-2,18,15,-3,5,6,-1.8,3
CCOC(=O)CN1C(=O)Nc2ccc(Br)cc2C1c1ccccc1 (centres undefined),2,2,20,-3,-1,10,23,-1.0,31
O=C(CCNS(=O)(=O)c1cccc2nsnc12)NCc1ccccc1,-3,0,17,3,-1,6,-10,1.3,-3
CCCC(=O)Nc1sc(C)c(C)c1C(=O)Nc1cccc(C)c1,-2,1,32,17,-1,28,30,0.6,17
CCN(CC)S(=O)(=O)c1ccc(N2CCOCC2)c(NS(=O)(=O)c2cccs2)c1,-1,-2,5,5,1,15,8,0.1,-19
Cn1cc(SCC(=O)O)c2ccccc21,6,-4,14,12,-2,-5,9,-1.7,11
CC(CCc1ccccc1)NC(=O)COC(=O)c1cccs1 (centres undefined),-2,-2,23,3,-2,20,-16,1.3,15
